Assay outcomes from PubChem BioAssay.
HPDE-C7K KRASV12 = viability loss of HPDE-C7K cells – cell-based, fluorescence, HTS, primary screen (AID 431). 1.7% of 63,000 active. HPDE-C7K KRASV12 cells, Alamar Blue viability, 48 h; higher % means a stronger effect. cytotoxicity, % at 10 µM, or EC50 in µM where a hit was titrated;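 active = compounds whose percent cytotoxicity in the single-dose primary screen, scaled between solvent and toxic-drug controls, exceeds 50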;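 also: 0% = DMSO solvent wells and 100% = doxorubicin-treated wells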
HPDE-C7 cytotoxicity = cytotoxicity in HPDE-C7 cells, cell-based, fluorescence, HTS (AID 430); HPDE-C7 pancreatic duct cells viability, fluorescence; higher % means a stronger effect; one-dose cytotoxicity, % at 10 µM; EC50 in µM for titrated hits; 1.8% of 63,000 active;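 also: cells exposed to compound for 48 hours before viability readout; 0% = vehicle and 100% = reference cytotoxic drug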
MK inhibit = S. pneumoniae mevalonate kinase inhibition | purified MK, PK/LDH-coupled NADH absorbance 340 nm | inhibition, % at 10 µM | 0.48% of 65,000 active | AID 555;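 active = ranked among the strongest by inhibition in the single 10 µM screen, a fixed top-ranked set picked for dose follow-up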; also: no value below 0 was filed
Spn DPM-DC inh = S. pneumoniae DPM-DC inhibition; purified DPM-DC, PK/LDH coupled NADH fluorescence; calls only at 10 µM; 0.49% of 65,000 active;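 active = the 320 compounds with the highest percent inhibition in the single-dose primary screen, excluding strongly autofluorescent ones, cut at about 32% in these data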;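 also: kinetic rate of NADH fluorescence loss reporting ADP formed by the decarboxylase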
PMK inhibit = blocks S. pneumoniae phosphomevalonate kinase; purified PMK, PK/LDH-coupled NADH absorbance 340 nm; inhibition, % at 10 µM; 0.49% of 65,000 active;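 active = top-ranked compounds by inhibition in the single 10 µM screen, taking a fixed number of the strongest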;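 also: 0% = full reaction with DMSO carrier and 100% = background rate without enzyme reaction; no value below 0 was filed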
LYP inhibition = inhibition of human PTPN22 tyrosine phosphatase – biochemical, DiFMUP fluorescence, recombinant catalytic domain, 10 µM, primary screen (AID 606). recombinant LYP catalytic domain, DiFMUP fluorescence; higher % means a stronger effect. 52,000 tested, under 10 active. inhibition, % at 10 µM, or IC50 in µM where a hit was titrated;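 active = IC50 under 40 µM in the dose-response test; inactive = IC50 of 40 µM or more, or never dose-tested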
Alkaline phosphatase = inhibition of tissue-nonspecific alkaline phosphatase – biochemical, luminescent (AID 518) | purified TNAP enzyme, luminescent substrate readout; higher % means a stronger effect | one-dose inhibition, % at 20 µM; IC50 in µM for titrated hits | 0.09% of 64,000 active; in the data active = a potency from the dose series; inactive = the rest, 99 in 100 with inhibition below about 22%;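 also: plate controls were vehicle for no effect and reference inhibitor for full effect; many of its hits are not listed in these tables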
Bfl-1 displacement = Bfl-1 inhibitors, primary screen, biochemical, fluorescence polarization, FITC-Bid, mouse (AID 432) | one-dose displacement, % at 20 µM; IC50 in µM for titrated hits | 0.02% of 64,000 active | FITC-Bid BH3 peptide fluorescence polarization displacement; higher % means a stronger effect; in the data active = a potency from the dose series; inactive = the rest, 99 in 100 with displacement below about 15%; also: strong numbers were not always called active
HT1080 viability = HT1080 cell viability loss – fluorescence readout (AID 620). HT1080 viability, fluorescence; higher % means a stronger effect. cytotoxicity, % at 10 µM; hits with a dose series show EC50 in µM. 0.42% of 87,000 active;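 also: cells exposed to compound overnight then 4 h with Alamar Blue; 0% = vehicle DMSO and 100% = killing control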
PMK inhibit pilot replicates = also measured in PMK inhibit; calls as there; inhibition, %; measured here: pilot screen replicates
MK inhibit pilot replicates = also measured in MK inhibit; calls as there; inhibition, %; measured here: pilot screen replicates
Spn DPM-DC inh pilot screen % = recorded beside Spn DPM-DC inh, whose call it bears; inhibition, %; measured here: pilot screen trials
* marks the source's active call; other numbers are inactive results; i = inactive; x = no result given. Rule as the data show it, unless noted: active = cytotoxicity above about 50%; inactive = the rest.

SMILES	HPDE-C7K KRASV12	HPDE-C7 cytotoxicity	MK inhibit	Spn DPM-DC inh	PMK inhibit	LYP inhibition	Alkaline phosphatase	Bfl-1 displacement	HT1080 viability	others
COCCn1nnnc1C(c1cc(OC)ccc1OC)N1CCc2ccccc2C1 (stereo not drawn)	-3%	-9%	0	i	0	9%	0%	-2%	-2%
COc1ccc2nc(/N=C\N(C)C)sc2c1	2%	-3%	8	i	14	x	10%	-11%	-5%
Cc1ccc2oc(=O)c3cnn(CC(=O)N4CCN(c5ccccn5)CC4)c3c2c1	1%	-3%	7	i	11	1%	4%	3%	5%
O=C(Nc1ccc2c(c1)oc1ccccc12)c1ccncc1	8%	-1%	7	i	2	6%	3%	-1%	4%
O=C1CC2(CCCCC2)Oc2ccc(O)cc21	0%	-18%	0	i	19	-8%	7%	-1%	18%
Cc1cc(-n2nc(C)cc2C)n2ncc(-c3ccccc3)c2n1	8%	3%	8	i	9	8%	10%	0%	3%
CCOC(=O)c1cc2ccccc2nc1C	-6%	-9%	10	i	0	14%	11%	-8%	1%
COc1cc(C(c2nnnn2C(C)(C)C)N2CCN(c3nc4ccccc4s3)CC2)ccc1O (stereo not drawn)	-3%	2%	3	i	4	x	1%	2%	-2%
CN(C)S(=O)(=O)N1CCN(C(=O)c2ccccc2Cl)CC1	-6%	-9%	0	i	8	14%	1%	2%	0%
CN(C)Cc1nc2c([nH]1)c(=O)n(C)c(=O)n2C	-8%	0%	7	i	13	6%	-3%	9%	-2%
COc1cccc2sc(Nc3nnc(-c4cccs4)o3)nc12	60%*	65%*	0	i	19	0%	-1%	-1%	12%
COC(=O)c1cc(Br)ccc1OC(=O)c1cccnc1	-1%	-8%	6	i	15	11%	1%	-5%	21%
COc1ccc(-c2noc(CCC(=O)Nc3cc(OC)ccc3OC)n2)cc1	8%	6%	9	i	3	10%	4%	1%	x
N#Cc1nc(-c2cccs2)oc1NCc1ccco1	-13%	-9%	4	x	0	10%	12%	10%	2%
c1ccc(-c2nn3c(C4CCCCC4)nnc3s2)nc1	1%	2%	4	i	1	x	7%	0%	-2%
CC1CN(C(=O)CSc2nnc(-c3ccc(Cl)cc3)n2C)CC(C)O1 (stereo not drawn)	-12%	-13%	1	i	18	15%	8%	5%	23%	PMK inhibit pilot replicates=3.0;MK inhibit pilot replicates=0.0;Spn DPM-DC inh pilot screen %=3.5
O=C(c1ccncc1)N1CCN(C(=O)c2ccncc2)CC1	-16%	-4%	5	i	3	-18%	9%	-4%	-5%
COC(=O)NCC1(C)CC(NC(=O)OC)CC(C)(C)C1 (stereo not drawn)	-2%	4%	0	i	0	-1%	8%	-2%	0%
CCS(=O)(=O)N1CCCC(C(=O)NC2CCCCC2)C1 (stereo not drawn)	-8%	1%	9	i	10	2%	5%	-3%	1%
CC(C(=O)NCC1CCCO1)n1cccc1C(=O)c1ccccc1 (stereo not drawn)	6%	-11%	0	i	13	10%	7%	-3%	2%
COC(=O)Cc1[nH]nc2c1C1(CCSCC1)C(C#N)=C(N)O2	-2%	-4%	2	i	0	x	1%	-2%	3%
CC(=O)Nc1ccc(S(=O)(=O)N(C)CC(=O)NC2=NCCS2)cc1	-15%	-11%	0	i	1	x	2%	3%	-2%
COc1cc(OC)cc(-c2cc3nc(C)c(CCC(=O)O)c(C)n3n2)c1	1%	-8%	1	i	0	4%	2%	11%	x
CC(OC(=O)CNC(=O)c1ccc2c(c1)OCO2)C(=O)NCCC1=CCCCC1 (stereo not drawn)	2%	5%	1	i	9	16%	9%	5%	-4%
Cc1nnc(SCc2ccccc2C#N)n1-c1ccccc1	4%	-7%	10	i	7	-6%	11%	2%	-2%

Fetched by structure from the list above (three):
SMILES	HPDE-C7K KRASV12	HPDE-C7 cytotoxicity	MK inhibit	Spn DPM-DC inh	PMK inhibit	LYP inhibition	Alkaline phosphatase	Bfl-1 displacement	HT1080 viability	others
COc1ccc2nc(/N=C\N(C)C)sc2c1	2%	-3%	8	i	14	x	10%	-11%	-5%
CCS(=O)(=O)N1CCCC(C(=O)NC2CCCCC2)C1 (stereo not drawn)	-8%	1%	9	i	10	2%	5%	-3%	1%
CN(C)Cc1nc2c([nH]1)c(=O)n(C)c(=O)n2C	-8%	0%	7	i	13	6%	-3%	9%	-2%

In the list so far, these have two or more sulfur atoms:
SMILES	HPDE-C7K KRASV12	HPDE-C7 cytotoxicity	MK inhibit	Spn DPM-DC inh	PMK inhibit	LYP inhibition	Alkaline phosphatase	Bfl-1 displacement	HT1080 viability	others
COc1cccc2sc(Nc3nnc(-c4cccs4)o3)nc12	60%*	65%*	0	i	19	0%	-1%	-1%	12%
CC(=O)Nc1ccc(S(=O)(=O)N(C)CC(=O)NC2=NCCS2)cc1	-15%	-11%	0	i	1	x	2%	3%	-2%

Next section:
SMILES	HPDE-C7K KRASV12	HPDE-C7 cytotoxicity	MK inhibit	Spn DPM-DC inh	PMK inhibit	LYP inhibition	Alkaline phosphatase	Bfl-1 displacement	HT1080 viability	others
CCCCC(=O)Nc1ncc2c(n1)CC(C)(C)CC2=O	x	x	6	i	11	8%	9%	9%	2%
CCc1ccc2c(COC(=O)c3n[nH]c4ccccc34)cc(=O)oc2c1	18%	8%	14	i	1	6%	10%	4%	1%
CCCN(CCC)S(=O)(=O)c1ccc(C(=O)O)cc1	1%	9%	6	i	1	21%	16%	0%	-12%	PMK inhibit pilot replicates=0.5;MK inhibit pilot replicates=0.0;Spn DPM-DC inh pilot screen %=0.0
O=C(CN1C(=O)C2CC=CCC2C1=O)Nc1nc2ccccc2[nH]1 (stereo not drawn)	-2%	7%	0	i	18	-1%	3%	4%	2%
COc1ccc(N2C(=O)CC(NCc3cccc(F)c3)C2=O)cc1 (stereo not drawn)	2%	-6%	16	i	10	11%	12%	-7%	-8%
Clc1ccc(C2=Nn3c(nnc3-c3cccnc3)SC2)s1	-5%	2%	5	i	9	9%	12%	0%	16%
COc1cc(C2N(c3cc(C)on3)C(=O)C3CCCN32)cc(OC)c1OC (stereo not drawn)	x	x	2	i	12	7%	-1%	-7%	5%
Clc1ccccc1Cn1nnc2c(NCC3CC3)ncnc21	7%	3%	0	i	7	2%	11%	-7%	-12%
O=P1(Nn2cnnc2)C=C(c2ccccc2)OC(c2ccccc2)=C1	-12%	0%	7	i	21	x	13%	2%	x
CCC(CO)NC(=O)c1cccc(S(=O)(=O)N2c3ccccc3CC2C)c1 (stereo not drawn)	-2%	3%	1	i	9	-9%	-2%	-9%	8%
O=[n+]1c2c(n([O-])c3cc(F)c(F)cc31)CCCC2	7%	10%	3	i	9	-10%	4%	7%	-2%
COc1ccc(CCNC(=O)C2CCN(S(=O)(=O)N3CC(C)CC(C)C3)CC2)cc1OC (stereo not drawn)	-2%	-2%	0	i	22	x	6%	1%	5%
COc1cccc(-c2cc(C(=O)Nc3ccccc3SC)no2)c1	-3%	-3%	4	i	10	x	-2%	-17%	16%
CCOc1ccc(NC(=O)CN(C)CC(=O)Nc2ccccc2C#N)cc1OCC	-5%	-3%	2	i	8	-1%	-6%	3%	3%
C=CCOc1cccc(C2/C(=C(\O)c3ccc(F)cc3)C(=O)C(=O)N2CCN(C)C)c1 (stereo not drawn)	0%	-11%	10	i	7	13%	10%	4%	-1%	PMK inhibit pilot replicates=3.0;MK inhibit pilot replicates=0.0;Spn DPM-DC inh pilot screen %=4.0
CCC(C)(C(=O)NC1CCCCC1)N(Cc1ccco1)C(=O)c1cnccn1 (stereo not drawn)	9%	-1%	4	i	4	-1%	15%	1%	33%	PMK inhibit pilot replicates=0.0;MK inhibit pilot replicates=0.0;Spn DPM-DC inh pilot screen %=0.0
O=C(C1CC1(c1ccccc1)c1ccccc1)N1CCOCC1 (stereo not drawn)	-3%	-23%	17	i	2	-9%	9%	1%	-3%	PMK inhibit pilot replicates=0.0;MK inhibit pilot replicates=0.0;Spn DPM-DC inh pilot screen %=0.0
O=C(Nc1nnc(CC(=O)N2CCOCC2)s1)c1cccs1	-2%	-3%	4	i	1	x	7%	-7%	5%
CCC(C)(C(=O)NC1CCCC1)N(C(=O)c1cnccn1)c1ccccc1 (stereo not drawn)	-4%	-3%	8	i	4	-7%	16%	-3%	5%
Cc1ccc(N(CC(=O)Nc2cccc(C)c2)S(=O)(=O)c2cccc3nonc23)cc1	-6%	-6%	4	i	6	x	7%	-7%	1%
NC(=O)CSc1nnc(Cc2ccc3c(c2)OCO3)n1C1CCCCC1	-7%	-9%	7	i	13	x	4%	-3%	0%
COc1cc(OC)c(C2N(c3ccc(Cl)c(Cl)c3)C(=O)C3CCCN32)cc1OC (stereo not drawn)	x	x	3	i	8	19%	5%	-4%	-2%
CCn1cc(C(=O)OCC(=O)Nc2ccc(S(=O)(=O)N3CCCC3)cc2)c(=O)c2ccc(C)nc21	-15%	-4%	5	i	21	10%	3%	4%	-5%
COc1cc(C)c(S(=O)(=O)NCc2ccc3c(c2)OCO3)cc1C	5%	6%	8	i	7	-16%	26%	6%	-4%
Cn1c(CSc2nnc(SCc3ccccc3)s2)nc2ccccc21	11%	6%	0	i	9	-11%	7%	-1%	1%
O=C1c2ccccc2C(=O)N1CCCC(=O)N1CCCc2ccccc21	2%	-2%	16	i	8	1%	4%	-5%	-2%
COc1cccc(NC(=O)c2nnn(Cc3ccc(Br)cc3F)c2N)c1	0%	3%	5	i	0	5%	16%	-8%	6%	PMK inhibit pilot replicates=1.5;MK inhibit pilot replicates=1.0;Spn DPM-DC inh pilot screen %=0.5
CCS(=O)(=O)N1Cc2ccccc2CC1C(=O)N1CCN(c2cccc(C)c2C)CC1 (stereo not drawn)	-12%	1%	9	i	7	4%	9%	35%	-1%

Some of these compounds in order of number of heavy atoms, ascending:
SMILES	HPDE-C7K KRASV12	HPDE-C7 cytotoxicity	MK inhibit	Spn DPM-DC inh	PMK inhibit	LYP inhibition	Alkaline phosphatase	Bfl-1 displacement	HT1080 viability	others
O=[n+]1c2c(n([O-])c3cc(F)c(F)cc31)CCCC2	7%	10%	3	i	9	-10%	4%	7%	-2%
O=C(Nc1ccc2c(c1)oc1ccccc12)c1ccncc1	8%	-1%	7	i	2	6%	3%	-1%	4%
CC(=O)Nc1ccc(S(=O)(=O)N(C)CC(=O)NC2=NCCS2)cc1	-15%	-11%	0	i	1	x	2%	3%	-2%
